OX1R antag-1 = OX1R (human) antagonism; O43613; OX1R-expressing cells, FRET antagonist read-out; inhibition, % at 6.6 µM; actives 1.8% (n = 330,000); AID 485270; in the data active means inhibition mostly above about 38%, no sharp cut-off; inactive means mostly below about 40%;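 further: 0% = agonist challenge alone and 100% = reference antagonist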
Target sequence (O43613 whole entry, looked up): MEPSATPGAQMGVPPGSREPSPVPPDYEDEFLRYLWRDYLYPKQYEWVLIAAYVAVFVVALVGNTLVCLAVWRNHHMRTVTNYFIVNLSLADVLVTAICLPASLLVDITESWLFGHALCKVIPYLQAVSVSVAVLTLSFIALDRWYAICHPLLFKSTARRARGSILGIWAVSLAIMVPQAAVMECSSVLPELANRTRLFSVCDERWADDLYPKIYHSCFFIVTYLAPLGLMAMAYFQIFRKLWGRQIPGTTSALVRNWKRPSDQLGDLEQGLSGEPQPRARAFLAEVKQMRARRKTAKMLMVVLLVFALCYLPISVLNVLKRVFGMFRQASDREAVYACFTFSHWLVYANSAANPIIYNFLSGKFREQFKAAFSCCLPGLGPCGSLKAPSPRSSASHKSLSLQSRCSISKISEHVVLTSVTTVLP
OX1R antag-2 = antagonists of human orexin 1 receptor; CHO/OX1R cells, Fluo-8 calcium fluorescence, orexin A; inhibition, % at 5 µM; O43613; actives 0.43% (n = 330,000); AID 434989;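 active means inhibition above its plate's threshold, mean inhibition of all tested compounds on the plate plus 3 SD, cut at about 37% in these data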;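 further: 0% = orexin A challenge wells and 100% = SB-334867-A antagonist wells; not every result past the cut was called active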
* = called active by the depositor.

OX1R antag-1 | OX1R antag-2 | Structure
-5 | -12 | O=C(NC(=S)Nc1cccc(NC(=S)NC(=O)c2ccco2)n1)c1ccco1
16 | -8 | Cc1cs/c(=N\N=C\c2ccccc2)n1Cc1ccco1
5 | 7 | CNC[C@@H]1Oc2ccc(NC(=O)Nc3ccccc3)cc2C(=O)N([C@@H](C)CO)C[C@H]1C
9 | -32 | CN1CC(c2ccc(C#N)cc2)C2(COc3ccccc3C2=O)C12C(=O)Nc1ccccc12 (centres undefined)
3 | -16 | CC(C)CCN1C(=O)c2ccc(C(=O)OCn3nnc4ccccc4c3=O)cc2C1=O
18 | -12 | CCC(=O)N1CCN(c2ccc(Cl)cc2NC(=O)Cc2ccc(Cl)cc2)CC1
1 | -15 | Cc1nc(N2CCN(c3ccccc3)CC2)[nH]c(=O)c1CCC(C)C
80* | 34 | CCN(CC)c1ccc(/C=C(\C#N)c2ccccn2)cc1
27 | -15 | CCOC1OC(=O)C(Cl)=C1Nc1ccc(C)cc1C (centres undefined)
10 | -35 | Cc1ccc(-c2nnn(CC(=O)N(CC3CCCO3)C(C(=O)NC3CCCCC3)c3ccc(F)cc3)n2)o1 (centres undefined)
10 | 2 | CC(=O)N1N=C(c2ccccc2)CC1c1ccc(F)cc1 (centres undefined)
26 | -5 | CCCCn1c(N)c(N(CCOC)C(=O)c2ccc(COc3ccccc3)o2)c(=O)[nH]c1=O
9 | -21 | CC(C)N(Cc1c(O)ccc2c(=O)c(-c3ccc(Cl)cc3)coc12)C(C)C
6 | -1 | CCCNC(=S)N1CCN(CC)CC1
14 | -20 | CC(OC(=O)C1CC(=O)N(Cc2ccco2)C1)C(=O)Nc1ccccc1[N+](=O)[O-] (centres undefined)
20 | -4 | O=C(/C=C\c1ccc2c(c1)OCO2)NC1(C(=O)Nc2ccc3c(c2)OCCO3)CCCCC1
16 | 10 | Cn1c(CNc2cccc(Cl)c2)nnc1SCC(=O)OC1CCCCC1
10 | -6 | Cc1nn(CCOc2ccccc2)c(=O)n1-c1ccc(F)cc1
4 | -10 | COc1ccc(CCNC(=O)CNCCc2ccc(F)cc2)cc1
75* | -1 | Cc1c(NC(=O)/C(C#N)=C/c2ccc(-c3ccccc3Cl)o2)c(=O)n(-c2ccccc2)n1C
0 | -13 | O=C(O)CCCC(=O)NCCCc1ccccc1
9 | -13 | CC(=O)Nc1cc(C(=O)CSc2nnc(C3CC3)n2C2CC2)ccc1O
18 | -16 | COC(=O)c1ccccc1NC(=O)COC(=O)CO/N=C(\C)c1ccc2c(c1)OCO2
7 | -7 | O=C1CSC(c2cccnc2)N1c1ccc(Cl)cc1 (centres undefined)
7 | -26 | O=C(COC(=O)COc1ccc(Br)cc1)NCc1ccc2c(c1)OCO2
-3 | -18 | CC(=O)c1cccc(NC(=O)N2CCCC2C(=O)Nc2cc(C)ccc2C)c1 (centres undefined)
26 | 25 | CCN(CC)S(=O)(=O)c1ccc(N2CCCC2)c(NC(=O)c2ccc([N+](=O)[O-])o2)c1
6 | 1 | NC(=O)c1ccc(NC(=O)C2CC2)cc1
9 | -8 | CC1CCN(C(C)C(=O)Nc2ccc(S(=O)(=O)N3CCCC3)cc2)CC1 (centres undefined)
3 | -1 | CC(NC(=O)C(NS(=O)(=O)c1cccs1)C(C)C)c1ccc(S(N)(=O)=O)cc1 (centres undefined)
25 | -11 | CC(OC(=O)c1nn(C)c(=O)c2ccccc12)C(=O)NC1CCCCC1C (centres undefined)
20 | -13 | COC(=O)c1ccc(Oc2cc(C)nc(SC)n2)cc1
9 | -30 | Cc1ccc(-n2ncc3c(=O)[nH]c(SCC(=O)N4CCCC4)nc32)cc1C
4 | -1 | CN(CCc1ccccn1)C(=O)CN(C)S(=O)(=O)c1ccc2c(c1)c(=O)n(C)c(=O)n2C
6 | -10 | CCOC(=O)[C@@H]1C(c2c(OC)cc(OC)cc2OC)=NO[C@@H]1C(=O)OCC
6 | 2 | O=C(NCCCCc1ccccc1)c1ccc(F)cc1
1 | 1 | COc1ccc(OC(=O)COc2ccccc2C)cc1
16 | -11 | CNC(=O)c1cc2cc(Cc3ccccc3Cl)ccc2oc1=O
14 | -5 | COc1cccc(C(=O)OCCNC(=O)c2cccnc2)c1
28 | -3 | Cc1ccc(N(CC(O)CN2C(=O)NC(C)(C)C2=O)S(=O)(=O)c2ccc([N+](=O)[O-])cc2)cc1 (centres undefined)
25 | -22 | COc1ccc(C2/C=C\CN(C(=O)OCc3ccccc3)CC(=O)N2Cc2ccc(F)cc2)cc1 (centres undefined)
7 | -41 | COc1ccc(C(C(=O)NC2CCCCC2)N(C(=O)CCCC(=O)Nc2ccccn2)c2ccc3c(c2)OCCO3)cc1 (centres undefined)
5 | -42 | Cc1cc(N2CCN(c3cccc(C)c3C)CC2)nc(-c2ccccc2)n1
5 | -6 | COc1ccc(S(=O)(=O)N2CCOC2CNC(=O)C(=O)NCCCN(C)C)cc1C (centres undefined)
20 | -18 | CCOC(=O)c1ccc(Cl)c(NC(=O)c2cccnc2)c1
19 | -21 | COc1ccc(/C=C/C(=O)NCC(=O)N/N=C(/C)c2ccc(Cl)cc2)cc1
23 | -8 | Cc1nc2ccccc2n1CCN1CCOCC1
9 | -33 | CCOCCCNC(=O)c1ccc2c(c1)N=C(CC)c1cc(Br)ccc1S2
19 | -29 | CCn1c(C)c(C)c2cc(C(=O)N3CCN(c4cccc(C)c4C)CC3)ccc21
25 | -3 | CCN(C(=O)C1CCN(S(=O)(=O)c2ccc3c(c2)oc(=O)n3C)CC1)c1cccc(C)c1
13 | -29 | Cc1nnc2n(C3CCCCC3)c(=O)c3c4c(sc3n12)COC(C)(C)C4
7 | -16 | COc1ccc(Cl)c2sc(N(Cc3cccnc3)C(C)=O)nc12
11 | -11 | O=C(CCCN1C(=O)c2cccc3cccc(c23)C1=O)Nc1nccs1
17 | -48 | Cc1cc(N/N=C/c2ccccc2Br)nc2ccccc12
13 | -5 | S=c1[nH]ncn1-c1ccccn1
3 | -15 | O=C(COC(=O)[C@H](Cc1ccccc1)NC(=O)c1ccco1)Nc1ccccc1OC(F)F
9 | 0 | Cn1c(-c2ccc(C(F)(F)F)cc2)cc2onc(-c3ccccc3)c2c1=O
8 | -10 | CC(C)c1ccc(/C=C/C(=O)Nc2nn[nH]n2)cc1
5 | -8 | Cc1ccc(CNC(=O)c2ccc(CN3CCOCC3)cc2)cc1
17 | -30 | O=C(O/N=C1/CCCc2occc21)c1ccccc1

The list continues:
OX1R antag-1 | OX1R antag-2 | Structure
8 | -3 | COc1ccc(C2Nc3ccccc3C(=O)N2NS(C)(=O)=O)cc1OC (centres undefined)
2 | -16 | CCc1nnc(NC(=O)CCC(=O)NC2CCCCCC2)s1
10 | -4 | C=CCn1c(SCc2ccccc2)nnc1-c1cccnc1
5 | 4 | Cc1ccc(NC(=O)C/C(N)=N/OC(=O)Nc2cccc(C)c2)cc1
28 | -19 | CCOC(=O)C1CCCN(C(=O)c2cccc(S(=O)(=O)N(Cc3ccccc3)c3ccccc3OC)c2)C1 (centres undefined)
0 | -14 | CCCCCC(=O)N/N=C(\C)c1ccccn1
11 | -39 | COc1ccc(-c2cc(C(=O)N3CCOCC3)c3cc(C)ccc3n2)cc1
34 | -10 | Cc1ccc2nc(Cl)c(/C=N/Nc3nc(C)cc(C)n3)c(=O)n2c1
75* | -11 | O=c1oc(-c2ccc([N+](=O)[O-])cc2)nc2ccc(O)cc12
14 | -47 | CCC(C)C(NC(=O)C1CCC(C)CC1)C(=O)Nc1cc(OC)ccc1OC (centres undefined)
26 | -28 | COCCn1c(SCC(=O)Nc2ccc(C)cc2)nc2c(oc3ccccc32)c1=O
13 | -4 | CCOc1ccccc1NC(=O)c1ccc(S(=O)(=O)N(C)C)cc1
3 | 12 | CN(Cc1cnccn1)Cc1nc(Cc2ccccc2F)no1
0 | -32 | O=C1N[C@H](Cc2ccccc2)COC(=O)[C@H](Cc2ccc(F)cc2)C/C=C\C[C@H]1CC(=O)N(CCO)Cc1ccccc1
10 | -5 | Cc1ccc(C)c(N2CCN(S(=O)(=O)c3cn(C)cn3)CC2)c1
20 | -34 | COc1cccc(CNC(=O)C(=O)NCC2CCCN2S(=O)(=O)c2cc(C)ccc2C)c1 (centres undefined)
9 | -13 | NS(=O)(=O)c1cccc(NC(=O)CN2C(=O)C(=O)N(Cc3ccccc3)C2=O)c1
5 | 1 | O=C(CN1CCN(c2ccccc2)CC1)Nc1ccc(-n2cnnn2)cc1
19 | -18 | Cc1noc(C)c1COC(=O)Cc1ccc(Br)cc1
11 | -4 | Cc1ccc(-n2c(SCC(=O)NC3CCS(=O)(=O)C3)nc3ccccc3c2=O)cc1 (centres undefined)
8 | -8 | Cc1ccc(S(=O)(=O)N/N=C\c2cn(CC(N)=O)c3ccccc23)cc1
11 | -18 | COc1ccccc1CNC(=O)CSc1ccc(-c2ccccn2)nn1
5 | -16 | Cc1cc(S(=O)(=O)NCC(C)C)ccc1OCC(=O)NCC1CCCO1 (centres undefined)
12 | 16 | CC(C)C[C@H]1CNC(=O)C(=O)N1C[C@H](C)NC(=O)Cc1ccccc1
2 | -23 | CCc1ccc2oc(C(=O)N3CCN(c4ccccc4OC)CC3)cc(=O)c2c1
14 | -27 | Nc1ccc(-c2n[nH]c(=O)c3ccccc23)cc1N
18 | -13 | O=C(CCCn1c(=O)[nH]c2ccsc2c1=O)N1CCN(Cc2ccc3c(c2)OCO3)CC1
8 | 17 | O=C1C=C(c2ccc(C(=O)O)cc2)C[C@@H](c2ccc(Cl)cc2)C1
47 | -15 | O=C(/C=C/c1cc([N+](=O)[O-])ccc1OC(F)F)NCc1ccc(F)cc1
16 | -11 | CCOC(=O)c1cnc2c(-c3ccc(Cl)cc3)cnn2c1C
45* | -18 | Cc1cc(/C=C2\SC(=S)NC2=O)c(C)n1-c1ccccc1
-1 | -24 | O=C(NC1C2CC3CC(C2)CC1C3)c1ccc2c(c1)OCO2 (centres undefined)
18 | -4 | Cc1c(C)c(C)c(C(=O)C2CCN(c3ccc([N+](=O)[O-])cn3)CC2)c(C)c1C
18 | -9 | Cc1cccc(-c2nnc(SC(C)C(=O)N3CCOCC3)o2)c1 (centres undefined)
63* | -44 | O=C(NCC(c1ccco1)N1CCCCC1)c1ccc2c(c1)S(=O)(=O)c1ccccc1C2=O (centres undefined)
16 | -27 | O=c1c2sccc2nc(SCc2cc(=O)n3ccccc3n2)n1-c1ccc(Br)cc1
7 | -24 | COc1cc(C(O)c2nc3ccccc3n2C(C)C)cc(OC)c1OC (centres undefined)
10 | 1 | Cc1oc(/C=N/NS(=O)(=O)c2ccccc2)cc1Br
4 | -21 | CC(C)C(=O)Nc1cccnc1
18 | -33 | COCCC(C(=O)Oc1c(C(C)(C)C)cc(C)cc1C(C)(C)C)c1ccccc1 (centres undefined)
5 | -34 | C[C@H](CO)N1C[C@H](C)[C@@H](CN(C)CC2CC2)Oc2c(NS(=O)(=O)c3ccc(F)cc3)cccc2C1=O
12 | -7 | Cn1c(CSCc2ccc(Cl)cc2)n[nH]c1=S
4 | -19 | Cc1ccc2c(c1)C1(OCCCO1)C(=O)N2CC(=O)NN
3 | -23 | CCCc1cc(C(=O)N2CCCN(C)CC2)cs1
7 | -7 | O=C1CCC([N+](=O)[O-])C(c2ccccc2C(F)(F)F)N1 (centres undefined)
13 | -26 | Cc1cccc(-c2nc(C#N)c(NC3CCCCC3)o2)c1
11 | 1 | CCC1(c2ccccc2)NC(=O)N(C)C1=O (centres undefined)
11 | -40 | COc1ccc(C(=O)NC(C(=O)NCc2ccccc2OC)C(C)C)cc1 (centres undefined)
10 | -8 | CCOc1ccccc1NC(=O)CN1CCCCCC1
21 | -14 | CCc1cc(C(=O)NNC(=S)NC(C)c2ccccc2)cs1 (centres undefined)
5 | 0 | N#Cc1cc(C#N)c(SCC(=O)N2CC(=O)Nc3ccccc32)nc1N
-1 | -15 | Cc1cc(Br)ccc1OCCN1CCCC1
8 | -30 | CCNc1nc(Oc2ccc(C(=O)OCC)cc2)nc(SC)n1
6 | -20 | COc1ccc(CCNC(=O)C2CC(=O)N(CCc3ccccc3)C2)cc1OC (centres undefined)
13 | -39 | CCOCCOC(=O)COC(=O)c1ccccc1NC(=O)c1ccccc1
4 | -18 | Cc1ccc(CNC(=O)CCSCc2ccccc2F)cc1
7 | -22 | Cc1sc(NC(=O)CSc2ncn(-c3ccccc3)n2)nc1-c1ccccc1
16 | -4 | O=C(c1ccnc(Cl)c1)N1CCCC(Nc2ccc(F)cc2)C1 (centres undefined)
22 | -14 | O=c1c2ccccc2nc(SCc2nnc(-c3ccccc3)o2)n1-c1ccc(F)cc1F
9 | -42 | Cc1cc(C)nc(N2CCN(C(=O)CCC(=O)Nc3nnc(CC(C)C)s3)CC2)n1

Screening data deposited in PubChem BioAssay by The Scripps Research Institute Molecular Screening Center.
